Screening data: PubChem, National Center for Advancing Translational Sciences (NCATS)
hERG WT inh – blocks the wildtype human KCNH2 potassium channel. U2OS, BacMam KCNH2, thallium flux FluxOr; active compounds read low. activity change, % at 1.84 µM. hit rate 0.37% among 340,000;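 active = maximum activity change below -70%; inconclusive = maximum activity change between -70% and -50%; inactive = maximum activity change above -50%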; note: % is set by controls: 0 for no effect and ±100 for the full control effect
Target sequence (Q12809 whole entry, looked up): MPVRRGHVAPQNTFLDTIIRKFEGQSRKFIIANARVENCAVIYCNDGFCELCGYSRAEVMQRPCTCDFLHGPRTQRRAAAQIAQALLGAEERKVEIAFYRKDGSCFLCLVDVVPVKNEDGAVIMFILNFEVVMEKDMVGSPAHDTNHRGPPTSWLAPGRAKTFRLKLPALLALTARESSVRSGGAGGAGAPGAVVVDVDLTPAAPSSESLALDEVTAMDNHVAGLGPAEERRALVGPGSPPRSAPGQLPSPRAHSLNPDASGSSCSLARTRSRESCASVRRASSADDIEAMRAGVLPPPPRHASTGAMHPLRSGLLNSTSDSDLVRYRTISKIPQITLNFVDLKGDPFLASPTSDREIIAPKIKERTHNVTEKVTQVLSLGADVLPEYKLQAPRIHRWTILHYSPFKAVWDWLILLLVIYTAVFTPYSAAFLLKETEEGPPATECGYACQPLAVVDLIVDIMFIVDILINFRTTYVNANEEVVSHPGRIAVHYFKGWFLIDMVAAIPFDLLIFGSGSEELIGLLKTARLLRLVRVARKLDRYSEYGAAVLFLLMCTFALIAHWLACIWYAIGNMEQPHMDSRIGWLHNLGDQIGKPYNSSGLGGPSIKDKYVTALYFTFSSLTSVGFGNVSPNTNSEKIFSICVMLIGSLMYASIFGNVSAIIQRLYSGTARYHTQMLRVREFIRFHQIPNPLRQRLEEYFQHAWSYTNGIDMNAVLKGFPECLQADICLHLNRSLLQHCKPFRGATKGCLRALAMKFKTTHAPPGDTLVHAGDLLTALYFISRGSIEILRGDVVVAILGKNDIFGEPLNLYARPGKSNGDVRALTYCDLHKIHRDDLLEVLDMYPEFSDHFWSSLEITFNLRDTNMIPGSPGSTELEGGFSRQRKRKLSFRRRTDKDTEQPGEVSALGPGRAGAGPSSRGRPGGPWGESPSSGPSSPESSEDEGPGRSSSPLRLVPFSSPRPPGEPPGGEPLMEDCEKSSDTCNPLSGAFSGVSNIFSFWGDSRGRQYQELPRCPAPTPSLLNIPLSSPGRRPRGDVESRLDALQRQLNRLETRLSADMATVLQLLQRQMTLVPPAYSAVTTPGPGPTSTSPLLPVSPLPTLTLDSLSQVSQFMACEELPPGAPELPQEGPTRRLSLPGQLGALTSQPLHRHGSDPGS
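U2OS cells were transduced with wild-type KCNH2 virus (2.03 x 10^8 / mL) for 4 h at room temperature, then cultured overnight at 37 C. Thallium flux was read with FluxOr dye. Rate constants were normalized to DMSO controls.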
A-T KAP1 phos – potential ataxia-telangiectasia treatments restoring KAP-1 phosphorylation; Potency, µM (series often up to 57.5 µM), for the others: at the top dose activation, usual class: activators; […] A-T fibroblasts, KAP-1 phosphorylation AlphaLISA; neocarzinostatin DNA damage 30 min before lysis; hit rate 0.19% among 320,000; note: potency is the fitted concentration of half-maximal effect; % of control where 0% means no effect; nearly all actives have a fitted effect of over 45% in size
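ATM-like activity read as KAP-1 phosphorylation via AlphaLISA donor/acceptor antibody pairs after lysis and 6 hr at 25C. Cells were ATM-null patient fibroblasts ([…], hTERT), dosed 60 min, then exposed to the DSB inducer NCS for 30 min.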
TSHR antag – antagonists of human thyroid stimulating hormone receptor; TSHR-expressing cells, TSH-stimulated cAMP HTRF, 2 h; active compounds read low; activity change, negative = inhibition, % at 11.5 µM; P16473; hit rate 0.2% among 330,000;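 active = activity change below a set negative limit, meaning inhibition stronger than a set level, cut at about -70% in these data; inconclusive = activity change between two set negative limits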; note: % is set by controls: 0 for no effect and ±100 for the full control effect
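TSHR-expressing cells were treated with compounds, then stimulated with TSH at EC80 (4nM final) for 2 hours at 37 deg C. Cellular cAMP was measured by HTRF competition between lysate cAMP and cAMP-d2 for a cryptate-labelled anti-cAMP antibody.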
TRPV1 agonist – human TRPV1 agonism; Q8NER1; TRPV1-expressing cells, Fluo-8 calcium influx, agonist mode; activation, % at 8.33 µM; hit rate 0.19% among 320,000; AID 540275; in the data active = activation above about 80%; inconclusive = between about 30% and that limit; note: 0% is about no effect
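Cells expressing TRPV1 were dye-loaded with Fluo-8 and read kinetically: 10 s baseline, 3 min after compound (agonist portion), then 2 min after EC20 capsaicin (allosteric enhancer portion). Calcium-bound dye fluorescence at 480/520 nm.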
TCR activator – T cell receptor activation. AID 504894. Potency, µM (top dose mostly 9.22 µM), inactives show at the top dose activation of IL-2 secretion, hits mostly activators. primary human leukocytes, anti-CD3, IL-2 HTRF, 48 h. 330,000 tested, under 10 active; note: % of control where 0% means no effect
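Activity was scored as IL-2 release from primary human leukocytes given only a TCR signal (a-CD3 beads) plus compound for 48 hr. Detection used a two-antibody HTRF format read at 665nm.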
KCNH2 3.1 block – KCNH2 3.1 (human) potassium channel inhibition; U2OS KCNH2 3.1, thallium flux FluxOr; active compounds read low; activity change, % (tested at about 1.8 µM); hit rate 0.95% among 340,000;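 active = maximum activity change below -70%; inconclusive = maximum activity change from -70% to -50%; inactive = maximum activity change above -50%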;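 note: thallium influx rate constant from kinetic fluorescence after stimulation buffer; % is set by controls: 0 for no effect and ±100 for the full control effect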
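Kinetic fluorescence (2 min after stimulation buffer) measures Tl+ influx through KCNH2 3.1 expressed by viral transduction in U2OS cells; the rate constant is normalized against DMSO controls serving as positive and negative references.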
ELG1 repair inh – inhibitors of ELG1-dependent DNA repair in HEK293T cells. HEK293T ELG1-luciferase reporter, luminescence, 16 h; DNA damage induced by 5-fluorouridine. Potency, µM (series often up to 46.1 µM), for the others: top-dose activity change, negative = inhibition, most hits filed as inhibitors. hit rate 2.3% among 330,000. AID 504467; note: potency is the fitted concentration of half-maximal effect; % is set by controls: 0 for no effect and ±100 for the full control effect; nearly all actives have a fitted effect of over 55% in size
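HEK293T cells expressing luciferase-tagged ELG1 (2,000/well) received 5-Fluorouridine plus compound or DMSO for 16 hr at 37 °C. Luciferase was read by ONE-Glo luminescence after 30 min at room temperature.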
Mito fusion act – mitochondrial division inhibition or fusion activation; S. cerevisiae fusion-defective mutant growth rescue, CellTiterGlo 48 h; Potency, µM (series often up to 46.1 µM), for inactives: at the top dose growth rescue (activation), usual class: activators; AID 485298; hit rate 0.23% among 320,000;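 note: potency is the fitted concentration of half-maximal effect; % of control where 0% means no effect; nearly all actives have a fitted effect of over 45% in size; temperature-sensitive fusion mutants such as fzo1-1 at 37 °C on non-fermentable ethanol glycerol medium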
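Yeast fusion mutant, YPEG (non-fermentable carbon), compound, 48 h at 37C non-permissive; CellTiterGlo added, 10 min RT, luminescence read. Rescued growth = division inhibition.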
Eya2 inh – Eya2 (human) phosphatase inhibition; recombinant Eya2, OMFP fluorescence dephosphorylation (OMFP is methylfluorescein phosphate); AID 488837; hit rate 0.006% among 330,000; Potency, µM (titrated, usually from 76.9 µM), for inactives: top-dose activity, negative = inhibition, actives largely listed as inhibitors; note: potency is the fitted concentration of half-maximal effect; % is set by controls: 0 for no effect and ±100 for the full control effect
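Eya2 protein (added as 0.2 uM solution) was preincubated with compound for 10 min at ambient temperature in 50 mM HEPES pH 7.5, 50 mM NaCl, 5 uM MgCl2, 0.05% BSA, 1 mM DTT. OMFP (added at 50 uM) then reacted 10 min; fluorescence read at 485/525 nm.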
USP2a block – blocks human ubiquitin-specific protease USP2a; hit rate 0.01% among 330,000; USP2 core, Ub-CHOP2 coupled fluorogenic reporter, 485/531; Potency, µM (series often up to 38.3 µM), inactives show at the highest dose activity change, negative = inhibition, usual class: inhibitors; AID 463254; O75604;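 note: potency is the fitted concentration of half-maximal effect; plate controls were DMSO wells for no effect and full inhibition by NEM control for full effect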
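Deubiquitinase activity read as fluorescence (485/531 nm) after Ub-CHOP2 cleavage activates the enterokinase reporter on its substrate; USP2 core 10nM, Ub-CHOP2 and substrate 25nM each, 30min compound preincubation then 60min RT; data normalized to NEM, curves fitted.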
Active calls of the source: *; ? = inconclusive; / = no result given; [ ] = another dose, or the depositor's remark. Unless noted, calls come from the whole dose curve; as a rule, active = well fitted curve in the direction sought with a large enough effect; inconclusive = small, poorly fitted or top-dose-only effect, or another doubt; inactive = no such curve, though single readings can be large; an effect the other way counts as inactive or inconclusive. Only part of the results is shown, so the mix of outcomes need not match the whole.

Keys – A = hERG WT inh; B = A-T KAP1 phos; C = TSHR antag; D = TRPV1 agonist; E = TCR activator; F = KCNH2 3.1 block; G = ELG1 repair inh; H = Mito fusion act; I = Eya2 inh; J = USP2a block
> CCCOc1ccccc1N1C(=O)CC(N(O)c2ccccc2)C1=O (stereo not drawn)
  A: 4.4	B: -6.6%	C: 27.0	D: 3.6	E: -2.6%	F: 1.5	G: 16.9%	H: -9.1%	I: -6.2%	J: 0.0%
> CCCSc1nc2c(cnn2-c2ccc(C)cc2)c(=O)[nH]1
  A: -2.8	B: 4.6%	C: -6.3	D: -0.9	E: 4.4%[46.1 µM]	F: -1.9	G: 8.1%	H: 13.8%	I: 3.9%	J: 5.1%
> O=C(CSc1nnc(NC(=O)c2ccco2)s1)Nc1ccccc1
  A: 12.6	B: 6.0%	C: 1.9	D: 1.4	E: 2.6%	F: -1.3	G: ?	H: -4.3%	I: 8.6%	J: 2.4%
> Cc1[nH]n(-c2ccccc2)c(=O)c1/C=C1/C=c2ccccc2=N1
  A: -3.0	B: -5.8%	C: -10.4	D: -3.2	E: -0.5%	F: -6.8	G: ?	H: -4.9%	I: ?	J: 2.9%
> CCn1nc(C)c(/C=N/NC(=O)Cc2ccc(Cl)cc2)c1C
  A: -5.2	B: -2.0%	C: -1.6	D: -4.6	E: -1.3%[46.1 µM]	F: 5.6	G: ?	H: -1.5%	I: 1.4%	J: 1.2%
> COc1cc2c(c3oc(=O)cc(CC(=O)O)c13)CCC(C)(C)O2
  A: 4.6	B: 7.9%	C: -3.2	D: 15.8	E: 2.0%	F: 8.9	G: 9.9%	H: 2.8%	I: 3.9%	J: -1.9%
> CC(C)CNC(=O)CN(c1ccccc1)S(=O)(=O)c1ccccc1[N+](=O)[O-]
  A: 1.5	B: -2.9%	C: 13.1	D: -7.1	E: -2.3%	F: -3.2	G: 8.5%	H: 15.2%	I: 14.9%	J: 0.0%
> O=C(C1=C(O)C(=O)N(c2nccs2)C1c1ccccc1)c1cc2ccccc2o1 (stereo not drawn)
  A: -6.7	B: -1.9%	C: 17.5	D: ?	E: 0.0%	F: -11.3	G: ?	H: 6.1%	I: ?	J: ?
> COc1ccc(CNC(=O)c2ccc(N3CCCC3=O)cc2)cc1
  A: 1.0	B: -8.0%	C: -8.6	D: 0.5	E: /	F: 11.6	G: ?	H: -3.1%	I: 5.5%	J: 2.1%
> COc1ccccc1NC(=O)NC1CC(=O)N(c2ccc3c(c2)OCCO3)C1 (stereo not drawn)
  A: -12.6	B: -10.5%	C: 17.5	D: -2.9	E: -5.1%	F: 4.8	G: 7.7%	H: 2.0%	I: 12.0%	J: -4.2%
> CS(=O)(=O)c1cccc(C(=O)Nc2ccc3c(c2)OCCCO3)c1
  A: -2.8	B: -0.1%	C: -2.0	D: 11.4	E: 2.9%	F: 11.6	G: ?	H: -0.6%	I: 1.9%	J: 0.0%
> CCCCNC(=O)C1CCCN(S(=O)(=O)c2c(C)noc2/C=C/c2cccs2)C1 (stereo not drawn)
  A: 2.7	B: 8.0%	C: -5.8	D: 24.9	E: 2.0%	F: ?	G: ?	H: 2.4%	I: 4.5%	J: 4.7%
> COc1ccc(C(=O)Nc2nc(CC(=O)NCCc3ccccc3)cs2)cc1
  A: -22.4	B: -13.7%	C: -7.0	D: -1.8	E: -3.2%	F: -3.1	G: -22.2%	H: -1.9%	I: 10.4%	J: 0.3%
> CCn1cc(C(=O)N[C@H](C(=O)NCCN2CCOCC2)C(C)C)c(=O)c2cc3c(cc21)OCO3
  A: 5.9	B: 2.4%	C: 29.5	D: -2.2	E: 3.8%	F: 12.8	G: ?	H: -0.6%	I: 10.2%	J: -0.5%
> O=S(=O)(Nc1ccc(Cc2ccncc2)cc1)c1ccc(Br)cc1
  A: 13.5	B: -0.5%	C: -45.4	D: -2.2	E: -2.3%	F: 5.2	G: -5.3%	H: 4.9%	I: -3.5%	J: 1.4%
> Cc1csc(=NC(=O)c2ccccc2)n1Cc1ccco1
  A: -3.7	B: 15.8%	C: -3.4	D: 5.3	E: /	F: -8.0	G: ?	H: 11.6%	I: 5.3%	J: 2.5%
> O=C(Nc1cccc(S(=O)(=O)N2CCOCC2)c1)C1=NN(c2ccccc2)C(=O)CC1
  A: 4.5	B: 4.6%	C: 4.0	D: 9.1	E: 8.1%	F: 3.6	G: -4.8%	H: 2.7%	I: -5.3%	J: -0.4%

Four entries from above in another layout:
structure	hERG WT inh	A-T KAP1 phos	TSHR antag	TRPV1 agonist	TCR activator	KCNH2 3.1 block	ELG1 repair inh	Mito fusion act	Eya2 inh	USP2a block
CCn1nc(C)c(/C=N/NC(=O)Cc2ccc(Cl)cc2)c1C	-5.2	-2.0%	-1.6	-4.6	-1.3%[46.1 µM]	5.6	?	-1.5%	1.4%	1.2%
COc1cc2c(c3oc(=O)cc(CC(=O)O)c13)CCC(C)(C)O2	4.6	7.9%	-3.2	15.8	2.0%	8.9	9.9%	2.8%	3.9%	-1.9%
CC(C)CNC(=O)CN(c1ccccc1)S(=O)(=O)c1ccccc1[N+](=O)[O-]	1.5	-2.9%	13.1	-7.1	-2.3%	-3.2	8.5%	15.2%	14.9%	0.0%
O=C(C1=C(O)C(=O)N(c2nccs2)C1c1ccccc1)c1cc2ccccc2o1 (stereo not drawn)	-6.7	-1.9%	17.5	?	0.0%	-11.3	?	6.1%	?	?
